CF NFkB inh: blocks PAF-induced NF-kB reporter in cystic fibrosis cells; KKLEB NF-kB-GFP reporter, GFP fluorescence overnight; inhibition, % at 5 µM; 360,000 tested, 0.86% active; AID 588850;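 active means at least 50% inhibition at 5 µM, scaled per plate between neutral and stimulator controls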;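 further: PAF is a Pseudomonas aeruginosa culture filtrate used as stimulus; plate controls were PAF-stimulated DMSO wells for no effect and unstimulated DMSO wells for full effect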
COUP-TFII inh: inhibitors of human COUP-TFII (NR2F2). AID 686940. P24468. 370,000 tested, 0.7% active. inhibition, % at 8.6 µM. HEK293T NGFI-A luciferase reporter, luminescence;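 active means inhibition above a per-plate cutoff, mean inhibition of test wells between control levels plus 3 SD, cut at about 38% in these data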;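 further: cells cotransfected with COUP-TFII expression vector driving the NGFI-A reporter; 0% = median of COUP-TF2 test wells and 100% = reporter-only cells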
SRC1 inh: inhibitors of human steroid receptor coactivator 1 (SRC1). Q15788. HEK293 GAL4-SRC1 luciferase reporter, luminescence. inhibition, % at 3.6 µM. 360,000 tested, 0.12% active;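 active means inhibition above the campaign mean plus 3 SD, with each screening campaign given its own cutoff, cut at about 60% in these data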;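 further: 0% = DMSO treated cells and 100% = gossypol at 36 µM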
Target sequence (Q15788 whole entry, looked up, the tested form may be a part): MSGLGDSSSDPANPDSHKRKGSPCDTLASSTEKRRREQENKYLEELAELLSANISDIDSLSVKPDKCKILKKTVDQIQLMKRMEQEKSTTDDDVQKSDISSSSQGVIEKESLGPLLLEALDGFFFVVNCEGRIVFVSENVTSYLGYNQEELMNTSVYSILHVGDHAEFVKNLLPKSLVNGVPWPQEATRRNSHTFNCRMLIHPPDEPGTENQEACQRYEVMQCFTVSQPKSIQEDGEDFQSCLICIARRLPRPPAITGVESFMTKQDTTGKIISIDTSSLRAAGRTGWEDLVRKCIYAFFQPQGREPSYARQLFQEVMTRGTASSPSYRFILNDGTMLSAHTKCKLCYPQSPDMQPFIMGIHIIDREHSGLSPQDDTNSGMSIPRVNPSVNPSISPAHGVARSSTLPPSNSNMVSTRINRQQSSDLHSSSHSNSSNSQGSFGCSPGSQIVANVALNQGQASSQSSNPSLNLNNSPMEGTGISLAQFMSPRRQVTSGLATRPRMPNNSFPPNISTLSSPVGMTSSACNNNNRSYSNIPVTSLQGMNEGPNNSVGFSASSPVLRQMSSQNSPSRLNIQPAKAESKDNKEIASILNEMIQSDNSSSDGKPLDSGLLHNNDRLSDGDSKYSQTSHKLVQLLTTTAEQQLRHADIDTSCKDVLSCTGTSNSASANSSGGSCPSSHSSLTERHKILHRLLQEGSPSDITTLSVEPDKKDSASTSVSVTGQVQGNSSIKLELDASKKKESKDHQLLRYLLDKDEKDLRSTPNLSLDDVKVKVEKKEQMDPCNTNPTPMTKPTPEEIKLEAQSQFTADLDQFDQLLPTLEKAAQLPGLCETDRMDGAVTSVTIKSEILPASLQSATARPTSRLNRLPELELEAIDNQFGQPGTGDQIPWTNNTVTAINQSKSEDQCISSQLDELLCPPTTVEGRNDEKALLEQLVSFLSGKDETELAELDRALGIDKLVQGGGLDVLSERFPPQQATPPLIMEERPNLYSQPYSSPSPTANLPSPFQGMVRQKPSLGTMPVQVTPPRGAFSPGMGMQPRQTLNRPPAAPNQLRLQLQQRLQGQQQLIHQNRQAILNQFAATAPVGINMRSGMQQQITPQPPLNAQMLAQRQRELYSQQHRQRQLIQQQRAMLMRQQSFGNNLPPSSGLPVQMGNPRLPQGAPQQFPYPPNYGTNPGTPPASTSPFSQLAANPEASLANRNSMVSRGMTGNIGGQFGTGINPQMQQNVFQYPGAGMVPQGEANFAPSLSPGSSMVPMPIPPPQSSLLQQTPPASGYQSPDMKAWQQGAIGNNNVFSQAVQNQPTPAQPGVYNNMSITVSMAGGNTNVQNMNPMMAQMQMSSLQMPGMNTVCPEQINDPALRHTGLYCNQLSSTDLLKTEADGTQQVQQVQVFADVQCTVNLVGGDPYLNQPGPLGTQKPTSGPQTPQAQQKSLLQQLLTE
EBV LMP1 NFkB: inhibitors of Epstein-Barr LMP1-induced NF-kappaB reporter; LMP1-induced NF-kappaB luciferase reporter cells, luminescence; inhibition, % at 12.5 µM; 350,000 tested, 0.69% active; in the data active means inhibition above about 41%;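 further: 0% = neutral control wells and 100% = reference inhibitor control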
SRC3 inh: inhibits human SRC3 coactivator; 360,000 tested, 0.17% active; Q9Y6Q9; inhibition, % at 3.6 µM; HEK293 GAL4-SRC3 luciferase reporter, luminescence; AID 588352;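 active means inhibition above a per-campaign cutoff, the mean of all compounds plus 3 SD, cut at about 60% in these data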;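 further: 0% = DMSO-treated cells and 100% = gossypol-treated cells at 36 µM; higher means less SRC3-driven luciferase light from the GAL4 reporter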
KKLEB tox: CF airway cell cytotoxicity counter-screen; activity change (cytotoxicity), % at 5 µM; KKLEB CF airway cells viability, ATPlite luminescence, overnight; hits give low values; cells stimulated with P. aeruginosa culture filtrate; 360,000 tested, 0.36% active;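 active means corrected activity change at or below -50% at 5 µM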
TWEAK Fn14 block: TWEAK-Fn14 signaling inhibition | TWEAK-stimulated Fn14 reporter cells, luciferase luminescence, 8 h | inhibition, % at 10 µM | 360,000 tested, 2% active | AID 1159606; in the data active means inhibition above about 50%
NR5A2 inv ag: NR5A2 inverse agonism in reporter assay. 360,000 tested, 0.13% active. inhibition, % at 3.6 µM. O00482. AID 602396. HEK293T StAR-luciferase reporter, LRH-1 transfected, 24 h;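 active means inhibition above the mean inhibition of all tested compounds plus 3 SD, cut at about 73% in these data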;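 further: 0% = DMSO wells and 100% = reporter-only cells lacking LRH-1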
Shn3 inh set2: Schnurri-3 reporter inhibition in Clone20 osteoblasts. Clone20 osteoblast Shn3 3'UTR firefly luciferase, 24 h. 360,000 tested, 0.52% active. inhibition, % at 12.5 µM;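 active means mean inhibition of at least 75% with every replicate also reaching 75%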;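 further: 0% = median of neutral control wells and 100% = pilot-screen positive control compound; some compounds past the cut are filed as inactive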
C8 TRAIL sens: caspase-8 TRAIL sensitization; inhibition (viability loss, TRAIL sensitization), % at 10 µM; NB7+C8 cells + TRAIL, ATPlite viability luminescence; AID 624354; 360,000 tested, 1% active;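 active means compounds causing at least 50% loss of cell viability in the single-dose screen, relative to plate controls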
TROY signal inh: TROY signaling inhibition | 360,000 tested, 0.98% active | Q293 LMP1-TROYcd NF-kB luciferase reporter, 4 h | inhibition, % at 10 µM | AID 1347056;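 active means compounds whose plate-normalised and pattern-corrected inhibition of the luciferase reporter signal at the single screening dose is 50% or more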
* = called active by the depositor; · = no result given. Not all compounds are listed; the hit share may differ from the screen's.

entry	Compound	TWEAK Fn14 block	EBV LMP1 NFkB	CF NFkB inh	Shn3 inh set2	KKLEB tox	COUP-TFII inh	C8 TRAIL sens	SRC1 inh	TROY signal inh	SRC3 inh	NR5A2 inv ag
1	COc1ccccc1Cn1c(C(C)C)nc2ccccc21	3	7	-2	-9	-5	11	6	3	6	6	-1
2	CN1CCN(C2Cc3cc(F)ccc3Sc3ccc(Cl)cc32)CC1 (stereo unspecified)	2	-6	11	11	-12	-7	20	7	-6	24	-6
3	COc1ccc(S(=O)(=O)NCCc2c[nH]c3ccccc23)cc1OC	4	2	8	8	-3	2	-1	17	7	-3	-12
4	C=C(C)C1CCC2(C(=O)O)CCC3(C)C(CCC4C5(C)C(C=O)C(O)C(C)(C)C5CCC43C)C12 (stereo unspecified)	35	3	25	13	-2	5	-18	-5	23	31	18
5	COCCOC(=O)c1c(C)oc2ccc(NS(=O)(=O)c3cccs3)cc12	3	-9	-5	-3	6	-7	-3	5	-12	1	-14
6	Cc1c(C(=O)NNC(=O)c2csc(N3CCOCC3)n2)cccc1[N+](=O)[O-]	0	8	14	-15	-1	11	4	-1	2	17	2
7	CC(OC(=O)Cn1[nH]c(=O)c2ccccc2c1=O)C(=O)NC1(C#N)CCCCC1 (stereo unspecified)	7	-1	0	-10	-7	-9	-4	-6	-4	-4	-17
8	COCCn1c(COc2ccccc2)nnc1SCC(N)=O	0	-3	-15	2	5	-6	-9	-20	3	-5	2
9	Cc1ccc(N(CN2CCCC2=O)C(=O)c2ccc(C)c(C)c2)cc1	1	-2	12	-16	-5	11	-6	-3	-19	2	-40
10	CCC(=O)N(Cc1ccc2c(c1)OCO2)Cc1cc2cc(OC)ccc2[nH]c1=O	-17	-6	-12	7	4	5	-8	3	3	-8	-7
11	COc1ccc(C(C)=O)cc1CSc1nncn1C	23	3	22	-8	-17	2	-14	-5	-2	7	5
12	CCCn1cc(S(=O)(=O)CC(=O)NC2CCCCC2)c2ccccc21	1	-10	0	3	-5	5	-34	15	-3	4	-4
13	COc1ccc(OC)c(S(=O)(=O)N2CCCC(C(=O)NCc3ccco3)C2)c1 (stereo unspecified)	7	4	-17	1	2	-14	-4	-8	15	-1	-5
14	CC(C)c1cc(C(C)C)c(S(=O)(=O)NNC(=O)c2ccncc2)c(C(C)C)c1	3	-5	-16	-18	9	-2	2	6	5	13	7
15	FC(F)Sc1ccc(NC(=S)NCC2CCCCC2)cc1	35	-30	50*	-8	-39	4	28	-18	24	-7	15
16	O=C1c2ccccc2C(=O)N1/N=C/c1ccc(O)c(O)c1O	13	9	-7	-5	-2	·	-7	-3	-16	-8	22
17	CC(=O)Nc1ccc(C)c(NS(=O)(=O)c2cccc(C(F)(F)F)c2)c1	-22	3	20	6	-21	-16	1	-14	0	10	-1
18	C#CCOCCOCCOCCNc1nc(N2CCN(C(=O)CCCCCCCCCCNC(=O)[C@H](CCCCN)n3cc(CCO)nn3)CC2)nc(N2CCN(C(=O)CCCCCCCCCCNC(=O)[C@H](CCCCN)n3cc(CCO)nn3)CC2)n1	-16	3	3	-13	-11	·	8	-6	-14	-14	0
19	CC(C)CNC(=O)COC(=O)CCC(=O)c1cccs1	16	0	7	-15	-13	3	-2	6	5	8	15
20	Cc1nn(-c2cc(N(S(C)(=O)=O)S(C)(=O)=O)c(Cl)cc2Cl)c(=O)n1C	7	-3	-13	4	8	11	2	11	9	5	6
21	COC(=O)c1c(NC(=O)COC(=O)[C@@H](NS(=O)(=O)c2cccc(Cl)c2)C(C)C)sc2c1CCC2	10	9	7	-1	5	19	-7	18	9	9	-10
22	CCOc1cc(OCC)cc(C(=O)NCCN2CCC(n3c(=O)[nH]c4ccccc43)CC2)c1	-4	·	·	·	·	2	-5	·	-2	·	3
23	COc1ccc(C(=O)C(C)OC(=O)C2CC3CCCC(C2)C3=O)cc1 (stereo unspecified)	-36	0	5	-2	1	14	3	8	-17	-3	8
24	Cc1nnc(SC(C(=O)Nc2cc(Cl)cc(Cl)c2)c2ccccc2)[nH]c1=O (stereo unspecified)	-1	-3	17	2	8	18	-4	-13	54*	-1	-3
25	CSCCC(NC(=O)c1ccccc1Cl)C(=O)N1CCCCC1 (stereo unspecified)	3	-5	-20	-18	-3	-14	5	-3	-14	-7	14
26	COC(=O)c1ccc(CN2C(=O)NC3(CCCCC3C)C2=O)o1 (stereo unspecified)	53*	2	-16	8	10	0	14	-11	·	3	-11
27	Fc1ccc(-c2csc(-c3cccnc3)n2)cc1F	-35	-13	-17	-34	1	2	-6	-14	-48	-20	0
28	Cn1nc(C(F)(F)F)c(-c2ccc(Br)cc2)c1NC(=O)c1nccnc1C(=O)O	-7	-4	-9	-2	-1	6	-5	-17	14	4	-10
29	COc1cnn(-c2cccc(C)c2)c(=O)c1Cl	19	2	-5	-20	10	11	-4	-14	3	-7	-24
30	CCOC(=O)c1ccc(N(C(=O)CNC(=O)c2ccco2)C(C(=O)NCC2CCCO2)c2ccc(OC)c(OC)c2)cc1 (stereo unspecified)	15	-6	-4	4	-7	-8	-10	18	-2	-2	14
31	CSc1ccc(CNc2nc3ccccc3n3cnnc23)cc1	-24	12	28	22	-15	24	11	12	-3	6	-8
32	Fc1ccc(Nc2ncnc3sccc23)cc1	10	4	14	-1	0	7	1	-3	1	-8	-15
33	CCOC(=O)c1c(S(=O)(=O)NC2CCN(C(=O)OCC)CC2)c(C)n(C)c1C	-1	5	-14	5	7	-6	-1	-19	4	14	-4
34	Cc1cc(NC(=O)CSc2nnc(Cc3cccn3C)n2CCc2ccccc2)no1	-1	2	-11	-9	8	2	-6	-1	-5	-5	-11
35	Cc1nc2cc(NC(=O)N3c4ccccc4CC3C)ccc2o1 (stereo unspecified)	13	14	10	20	-7	-28	2	-7	-3	14	9
36	CCOC(=O)C1NN=C(C(=O)c2ccc(C)cc2)C1c1ccc(C)cc1 (stereo unspecified)	-9	-5	-4	-7	16	-25	-4	-6	-24	0	6
37	Cc1nn(Cc2ccccc2)c(Cl)c1/C=C/C(=O)OCC(=O)N1CCCC1=O	-19	-5	14	1	-6	2	28	-3	8	-7	5
38	C/C(=N/NS(=O)(=O)c1ccc(C)cc1)[C@H]1C[C@@H]1c1ccccc1	-2	1	2	4	-1	8	-14	12	8	-4	-2
39	Cc1cnc2ccc(F)cc2c1	-2	·	-7	-7	-9	1	0	11	6	-29	19
40	O=C1NC(Cc2ccccc2)c2nc3ccccc3c(=O)n2-c2cc3ccccc3cc21 (stereo unspecified)	2	-3	5	11	-5	-16	15	-46	4	-6	25
41	COc1ccc(C(=O)OCC(=O)N2CCN(C(=O)c3ccco3)CC2)c(OC)c1OC	-17	1	9	-13	8	3	-9	11	-10	10	-4
42	Cc1ccc(S(=O)(=O)N(C)c2ccccc2C(=O)NC2CCCC2)cc1	7	5	-5	20	-7	7	13	0	-10	23	13
43	CCN(CC)C(=O)c1cc(-c2ccc3c(c2)OCO3)on1	22	-25	12	-92	1	-50	7	-69	-62	-83	-75
44	O=S(=O)(Nc1ccc(O)cc1)c1cccc2cccnc12	-16	0	-16	5	-2	4	16	-4	0	-10	-21
45	COCCn1nnnc1SCC(=O)c1ccccc1	4	-2	-12	-14	7	-9	-6	-12	-43	-28	-10
46	CC(OC(=O)c1ccccc1C(=O)N(C)Cc1ccccc1)C(=O)NC1(C#N)CCCCC1 (stereo unspecified)	0	-2	8	-1	-5	-7	6	-7	-4	16	13
47	CCOC1=C2CN(S(=O)(=O)c3ccc(C)cc3)CC[C@@H]2N(S(=O)(=O)c2ccc(C)cc2)[C@H](c2ccccc2)C1	-8	·	-4	19	-19	-22	15	-8	23	-15	3
48	O=C(c1ccccc1F)N1CCN(Cc2nc3sc4c(c3c(=O)[nH]2)CCCC4)CC1	3	0	-20	11	10	0	7	0	2	-4	2
49	CCSc1nnc2c(Cl)cc(Cl)cn12	-12	3	10	-2	-10	7	1	-10	-14	-7	-3
50	CN(Cc1ccccc1)C(=O)CNC(=O)C12CC3CC(CC(C3)C1)C2	-6	5	20	1	7	4	-10	-16	0	14	6
51	CCOC(=O)C1=NN(c2ccc(Cl)cc2)C(c2ccccc2)CC1=O (stereo unspecified)	2	9	1	16	3	0	-6	-15	-29	-5	-1
52	O=C(CN1C(=O)NC2(CCCCCC2)C1=O)N1CCCCC1	-26	-3	-18	-11	-5	-6	-10	-24	-8	27	6
53	C[C@H](NC(=O)C1CC(=O)N(c2ccc3c(c2)OCO3)C1)C(=O)NC1CCCC1 (stereo partly specified)	-15	1	-15	-9	-7	-9	-13	18	-5	6	-3
54	Cc1nc2c(OCC(=O)C(C)(C)C)cccn2c1N(C)Cc1cccs1	7	·	-13	23	1	2	8	-9	5	-3	-1
55	CCN1C=C(Cc2ccccc2C)C2=C(C1)C(c1ccccc1C)C(C#N)=C(N)O2 (stereo unspecified)	23	10	9	7	0	10	-24	-8	3	6	6
56	CC(NC(=O)C1C(=O)N(CCO)C2(C)CC1c1ccccc1O2)c1ccccc1 (stereo unspecified)	7	12	-5	-14	-1	2	-8	-10	1	-6	-5

Bioassay records as filed in PubChem BioAssay.
